# Compound activity from PubChem BioAssay.
# SENP6 block: inhibitors of human SENP6 protease | Q9GZR1 | Recombinant SENP6 catalytic domain, aminoluciferin luminescence | inhibition, % at 10 µM | 330,000 tested, 1.8% active;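 active means inhibition above about 50% at the single tested dose, limit read from the data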;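 further: plate controls were DMSO wells with enzyme for no effect and DMSO wells lacking enzyme for full effect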
# Target sequence (Q9GZR1 628-1112 limits assumed): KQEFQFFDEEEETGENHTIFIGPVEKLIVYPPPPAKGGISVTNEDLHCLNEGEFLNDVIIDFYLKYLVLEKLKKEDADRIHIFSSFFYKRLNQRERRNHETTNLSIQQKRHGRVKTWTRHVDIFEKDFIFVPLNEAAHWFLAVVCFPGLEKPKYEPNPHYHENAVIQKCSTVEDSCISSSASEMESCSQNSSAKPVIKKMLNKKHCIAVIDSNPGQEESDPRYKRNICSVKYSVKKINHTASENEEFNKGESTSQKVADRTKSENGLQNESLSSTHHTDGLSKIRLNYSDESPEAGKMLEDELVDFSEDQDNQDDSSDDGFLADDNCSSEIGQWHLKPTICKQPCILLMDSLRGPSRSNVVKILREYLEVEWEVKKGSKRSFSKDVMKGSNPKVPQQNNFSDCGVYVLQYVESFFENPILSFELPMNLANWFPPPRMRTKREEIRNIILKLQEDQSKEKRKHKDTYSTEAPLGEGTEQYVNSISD
# NR3A LBD binder: modulators (binders) of human NR3A ligand-binding domain | NR3A LBD differential scanning fluorimetry, Tm shift; 0% = protein alone, 100% = glycine-bound protein | 340,000 tested, 2.5% active | Tm shift relative to glycine control, % at 25 µM;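 active means melting temperature shift of at least 10% of the positive control shift, at one fixed dose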
# HKDC1 inhibitor: blocks human hexokinase HKDC1 activity; Q2TB90; recombinant HKDC1, G6PDH/diaphorase resazurin coupled fluorescence; inhibition, % at 20 µM; 340,000 tested, 0.16% active; AID 493160;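 active means inhibition above about 35% when tested at 20 µM, limit read from the data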;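 further: plate controls were DMSO wells with enzyme for no effect and DMSO wells lacking enzyme for full effect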
#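 Assay system: in-house recombinant HK5 (HKDC1) enzyme. Input: HKDC1 at 5 µg/mL. Medium: Tris pH 8.0 buffer with MgCl2, Tween-20, BSA, BME. Dosing: single 20 µM dose. Schedule: 90 min reaction incubation at room temperature, dark. Signal: resazurin-to-resorufin fluorescence via G6PDH and diaphorase coupling, 525/613 nm. Controls: DMSO-enzyme wells negative, buffer-substituted wells positive.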
# SENP7 block: inhibitors of human SENP7 protease; Q9BQF6; recombinant SENP7, Z-RLRGG-aminoluciferin luminescence, 40 min; inhibition, % at 5 µM; 330,000 tested, 1.5% active;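 active means inhibition above about 50% at the single test dose, limit read from the data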;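 further: plate controls were DMSO with enzyme for no effect and no enzyme buffer wells for full effect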
# MPTP inh: inhibitors of mitochondrial permeability transition pore; isolated mouse mitochondria, Ca2+ swelling absorbance, 30 min; inhibition, % at 10 µM; 360,000 tested, 1.4% active;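 active means inhibition of 50% or more, scaled per plate between neutral and stimulator controls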;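 further: 0% = DMSO wells given calcium and 100% = 1 mM EGTA wells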
# SENP8 block: SENP8 (human) protease inhibition | inhibition, % at 20 µM | recombinant SENP8, Nedd8 substrate fluorescence | Q96LD8 | 360,000 tested, 0.64% active; in the data active means inhibition mostly above about 40%, no sharp cut-off; inactive means mostly below about 27%
# Target sequence (Q96LD8 whole entry, looked up): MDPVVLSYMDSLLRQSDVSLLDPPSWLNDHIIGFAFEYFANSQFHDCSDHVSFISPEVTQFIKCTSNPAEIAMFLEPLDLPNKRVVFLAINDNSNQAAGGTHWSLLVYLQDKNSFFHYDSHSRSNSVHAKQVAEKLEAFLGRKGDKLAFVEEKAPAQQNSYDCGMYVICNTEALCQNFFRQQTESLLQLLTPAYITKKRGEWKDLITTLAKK
# ATG4B inh: inhibitors of human ATG4B cysteine protease; Q9Y4P1; ATG4B cleavage of LC3-PLA2, NBD-HPC fluorescence, 1 h; inhibition, % at 8.33 µM; 340,000 tested, 0.51% active; AID 504462; in the data active means inhibition above about 40%
# Target sequence (Q9Y4P1 whole entry, looked up): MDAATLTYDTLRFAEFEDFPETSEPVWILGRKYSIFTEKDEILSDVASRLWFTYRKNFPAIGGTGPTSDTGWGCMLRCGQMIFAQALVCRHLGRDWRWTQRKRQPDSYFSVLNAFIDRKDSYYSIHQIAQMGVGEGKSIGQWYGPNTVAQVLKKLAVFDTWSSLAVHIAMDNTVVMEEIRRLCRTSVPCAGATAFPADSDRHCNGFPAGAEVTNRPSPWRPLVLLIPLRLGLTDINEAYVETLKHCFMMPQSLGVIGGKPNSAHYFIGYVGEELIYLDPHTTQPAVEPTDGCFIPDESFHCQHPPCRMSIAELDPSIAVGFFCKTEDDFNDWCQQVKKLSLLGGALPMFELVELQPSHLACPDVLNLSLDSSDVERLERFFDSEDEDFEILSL
# PfG6PD inh: PfG6PD (Plasmodium falciparum) enzyme inhibition. PfGluPho enzyme, NADPH resazurin-diaphorase fluorescence. inhibition, % at 20 µM. 350,000 tested, 0.78% active. AID 504690;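 active means inhibition reaching at least a set limit at 20 µM in the primary screen, cut at about 59% in these data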;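 further: 0% = DMSO wells with substrate and 100% = DMSO wells lacking glucose-6-phosphate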
# The depositor's hits bear a star; x = no result given. An excerpt. The share of hits here may be higher or lower than overall.
SMILES,SENP6 block,NR3A LBD binder,HKDC1 inhibitor,SENP7 block,MPTP inh,SENP8 block,ATG4B inh,PfG6PD inh
Cn1c(O)c(/C=C2\C=c3ccccc3=NC2=O)c(=O)n(C)c1=O,15,1,1,4,3.5,-13,3,-6
COC(=O)C1=C(c2ccc(F)cc2F)C[C@@H]2CC[C@H]1N2C(=O)N1CCCC1,1,-2,1,2,0.2,8,-3,11
COC(=O)CC1(Cc2ccccc2)C(=O)NC(=O)NC1=O,3,0,-7,3,-6.2,8,-6,6
NC1CCc2cc(O)c(O)cc2C1 (stereo not drawn),-2,-1,-1,-8,-1.1,21,5,69*
COC(=O)C1=C(c2ccc(F)cc2OCc2ccccc2)C[C@@H]2CC[C@H]1N2C(=O)NCCOc1ccccc1Cl,-10,1,2,1,0.0,-3,4,11
CN1CCN(C(=O)COc2ccc(S(=O)(=O)NC3CCCCC3)cc2Cl)CC1,1,-1,-4,-3,0.3,5,-10,3
O=C(COc1ccc2ccccc2c1)N1CCN(Cc2c[nH]c3ccccc23)CC1,-15,-4,7,-12,-3.4,20,-18,5
Clc1ccc(C2N3CCCN23)c(Cl)c1 (stereo not drawn),-16,0,3,-7,-1.6,22,-2,-13
O=C(c1ccc(F)cc1Cl)N1CCC2(CC1)OCCO2,-11,-2,-3,-11,2.0,21,3,-1
COc1cccc(N(C(C)=O)C2=NCCCS2)c1,2,1,-4,2,-1.2,26,2,-16
NNC(=O)c1ccc(O)cc1,-7,2,-7,4,1.0,3,2,-8
CN1CCN(c2ncc(C=O)s2)CC1,-18,-2,-5,-6,-2.3,9,-1,-1
Cc1ccc(-c2nc3ccc(C)cn3c2CC(=O)N(C)C)cc1,-1,-2,-2,-8,0.9,-380,2,3
O=C1NC(=O)C(CCc2ccncc2)(CCc2ccccn2)C(=O)N1c1ccc(Br)cc1 (stereo not drawn),15,0,-6,3,-0.2,13,-2,24
COC(=O)C1=C(c2ccc(F)cc2OCc2ccccc2)C[C@@H]2CC[C@H]1N2C(=O)NCc1ccccc1Cl,-10,3,-1,-8,0.6,6,43*,1
Cc1cc(OC(=O)c2ccco2)c2c3c(c(=O)oc2c1)CCC3,-22,5,9,-2,8.3,-50,0,1
CN(C)C(=O)Nc1cccc(OC(=O)N(C)C)c1,-6,1,-2,2,-1.4,3,-10,0
N#C/C(N)=C(/N)C#N,8,2,-4,1,-0.9,-2,2,1
O=C1NC(=O)C2(Cc3ccccc3N3CCCC32)C(=O)N1Cc1ccccc1 (stereo not drawn),-3,-3,16,0,1.2,-138,6,3
CC1C(c2ccccc2)OCCN1C (stereo not drawn),x,11*,-9,x,-0.2,12,1,2
CC(=O)N(C)CC#CCN1CCCC(CO)C1 (stereo not drawn),-11,-2,-3,-1,-0.9,14,-2,2
CN(C)c1ccc(/C=C/C=C2/C(=O)NC(=O)N(c3ccccc3)C2=O)cc1,x,2,14,x,51*,26,0,5
CC(C)(C)c1nc(N2CCN(C(=O)c3ccco3)CC2)c2nnn(Cc3ccccc3Cl)c2n1,3,2,0,4,1.3,8,4,22
COc1ccccc1N1C(=O)NC(=O)/C(=C/c2ccc3c(c2)Cc2ccccc2-3)C1=O,-8,-4,-3,-7,6.3,5,-1,12
CCCCCc1nc2ccccc2c(=O)n1-c1ccccc1[N+](=O)[O-],17,-2,-7,2,1.5,18,13,3
SMILES,SENP6 block,NR3A LBD binder,HKDC1 inhibitor,SENP7 block,MPTP inh,SENP8 block,ATG4B inh,PfG6PD inh
O=C(OCCN1CCOCC1)C1(c2ccccc2)CCCC1,3,-2,-5,-7,-0.4,6,-5,-8
C/C=C1/CC(C)C(C)(O)C(=O)OCC2CCN3CCC(OC1=O)C23 (stereo not drawn),-2,-1,-6,-1,0.1,-11,1,-12
CC1CCC(NC(=O)CNC(=S)N2CC3CC(C2)c2cccc(=O)n2C3)CC1 (stereo not drawn),4,0,-3,-1,-0.2,9,0,1
COc1cccc(C(=O)C2CCCN(Cc3ccc4nonc4c3)C2)c1 (stereo not drawn),5,1,1,-5,0.4,3,1,2
COC(=O)C1=C(c2ccc(C(C)=O)cc2)C[C@@H]2CC[C@H]1N2C(=O)NCCO,-17,-1,-5,-4,4.6,12,2,-5
CC(=C1C(=O)c2ccccc2C1=O)N1CCN(CCN=Cc2c(O)n(C)c(=O)n(C)c2=O)CC1,24,0,6,14,-0.9,29,-15,-3
c1ccc2c(c1)-c1cccc3cccc-2c13,-11,2,5,-2,1.2,-221,-5,30
COC(=O)[C@]12OC[C@]34C([C@@H](O)[C@@H]1O)[C@]1(C)CC(=O)C(O)=C(C)[C@@H]1C[C@H]3OC(=O)[C@H](O)[C@@H]24 (stereo partly drawn),-1,0,-9,-7,-0.8,12,0,-6
CCCNC(=O)N1[C@H]2CC[C@@H]1C(C(=O)OC)=C(c1ccc3ccccc3c1)C2,-32,0,-2,-5,0.4,5,-1,-11
CN(C)c1ccc(C=C2C(=O)NC(=S)NC2=O)cc1,x,-2,-4,x,19,-5,-12,69*
COC(=O)COc1ccc(/C=C2\C(=O)NC(=S)N(c3ccc(C)cc3)C2=O)cc1OC,-14,0,-4,2,1.0,16,0,8
CCOC(=O)c1ccc(-[n+]2c(-c3ccccc3)cc(-c3ccccc3)cc2-c2ccccc2)cc1,-7,-3,5,-9,x,x,35,-26
N#CCCn1cc(C(=O)Nc2ccccc2Br)c(-c2ccc3c(c2)OCCO3)n1,-8,2,-9,-6,-0.4,20,-2,4
CCCn1c(C(=O)c2ccccc2)nc2ccccc21,-6,0,1,7,0.0,2,17,-9
CC12CC[C@H]3[C@@H](CCC4(O)C[C@H](O)CCC34/C=N/NC(=O)c3ccccc3F)C1(O)CCC2C1=CC(=O)OC1 (stereo partly drawn),-10,-1,-7,6,1.4,5,-4,15
O=[N+]([O-])c1ccc2c(c1)C(c1ccccc1)=NCCN2,-8,2,-4,-4,-1.7,20,10,2
CCN(C(=O)COC(=O)C(O)(c1ccccc1)c1ccccc1)c1c(N)n(Cc2ccccc2)c(=O)[nH]c1=O,-18,2,0,9,0.0,7,-6,-4
CCCCn1c(O)c(/C(CC)=N/N2CCCCC2c2cccnc2)c(=O)[nH]c1=S (stereo not drawn),-14,-9,-2,-5,-0.2,12,13,-9
C[C@]12CCC3C(CCC4=CC(O)CC[C@@]43/C=N/O)C1(O)CCC2C1=CC(=O)OC1 (stereo partly drawn),-1,1,-4,8,0.5,16,6,-7
COc1ccc(C(CN(C)C)C2(O)CCCCC2)cc1 (stereo not drawn),-6,0,-1,-6,-2.4,0,7,-2
CCC(=NCCCN(CC)CC)c1c(O)n(-c2ccccc2)c(=O)[nH]c1=O,-1,2,5,6,-1.3,8,2,7
O=C(Cn1ncc2c3ccccc3n(Cc3ccc(F)cc3)c2c1=O)N1CCC2(CC1)OCCO2,-12,-1,1,0,1.6,-30,1,1
Cn1cccc1/C=C1/C(=O)NC(=O)N(Cc2ccc(F)cc2)C1=O,9,-1,7,5,2.8,11,25,7
COC(=O)C1=C(c2ccc(OC(F)(F)F)cc2)C[C@@H]2CC[C@H]1N2C(=O)N1CCCCC1,3,-3,-2,6,2.1,12,10,5
O=[N+]([O-])c1cnc2ccc3ccccc3c2c1,-4,-1,7,2,-0.9,-66,-3,10

# Shown with tabs: entries from further up
structure	SENP6 block	NR3A LBD binder	HKDC1 inhibitor	SENP7 block	MPTP inh	SENP8 block	ATG4B inh	PfG6PD inh
CCOC(=O)c1ccc(-[n+]2c(-c3ccccc3)cc(-c3ccccc3)cc2-c2ccccc2)cc1	-7	-3	5	-9	x	x	35	-26
N#CCCn1cc(C(=O)Nc2ccccc2Br)c(-c2ccc3c(c2)OCCO3)n1	-8	2	-9	-6	-0.4	20	-2	4
CCCn1c(C(=O)c2ccccc2)nc2ccccc21	-6	0	1	7	0.0	2	17	-9

# Back to the main list, repeating the 4 entries before the break.
SMILES,SENP6 block,NR3A LBD binder,HKDC1 inhibitor,SENP7 block,MPTP inh,SENP8 block,ATG4B inh,PfG6PD inh
O=C(Cn1ncc2c3ccccc3n(Cc3ccc(F)cc3)c2c1=O)N1CCC2(CC1)OCCO2,-12,-1,1,0,1.6,-30,1,1
Cn1cccc1/C=C1/C(=O)NC(=O)N(Cc2ccc(F)cc2)C1=O,9,-1,7,5,2.8,11,25,7
COC(=O)C1=C(c2ccc(OC(F)(F)F)cc2)C[C@@H]2CC[C@H]1N2C(=O)N1CCCCC1,3,-3,-2,6,2.1,12,10,5
O=[N+]([O-])c1cnc2ccc3ccccc3c2c1,-4,-1,7,2,-0.9,-66,-3,10
O=c1[nH]c(=O)n(-c2cccc3ccccc23)c(O)c1/C=N/N1CCCCC1,-15,0,5,-7,-2.6,32,-6,1
CN1Cc2cccnc2N(C)Cc2cc(Cl)ccc21,-7,-8,-7,2,1.6,5,8,27
CC(=O)CC(c1ccccc1[N+](=O)[O-])c1c(O)c2ccccc2oc1=O (stereo not drawn),-12,1,4,4,0.5,10,1,-18
O=C(CCC(=O)N1CC2C[C@@H](C1)Cn1c2cccc1=O)NCCc1ccccc1F,-13,0,-6,2,0.4,-4,-9,-4
COC(=O)c1ccccc1OP1(=O)COc2ccccc2OC1,-6,-3,-1,4,2.6,15,4,-16
COc1ccc(-n2c(O)c(C(C)=NCc3ccc4c(c3)OCO4)c(=O)[nH]c2=O)cc1,-13,0,2,-5,0.6,10,-11,12
CCn1c(O)c(/C=N/NC(=O)c2ccncc2)c(=O)[nH]c1=S,-12,-2,-13,-10,-24,-384,11,-4
COc1cc(OC)cc(C2(C#N)CCN(C)CC2)c1,-8,0,-7,0,-0.9,18,-8,4
CCOC(=O)C1=Nc2ccccc2/C1=C\c1c(O)n(C)c(=O)n(C)c1=O,17,3,2,5,31,18,9,5
COc1ccc(C(=O)C2CCCN(Cc3ccon3)C2)cc1OC (stereo not drawn),-5,-1,-9,-13,0.7,23,-8,-4
NCCCP(=O)(O)CCc1ccccc1,-10,2,-2,1,0.8,4,-5,-9
COc1cc2c(cc1OC)-c1c(OC)c(OC)cc3c1[C@H](C2)[N+](C)(C)CC3,-2,-3,-1,9,1.5,-8,-1,0
COc1ccc(CN2C(=O)NC(=O)/C(=C\c3ccc(OC)c(OC)c3OC)C2=O)cc1,-16,-6,-6,5,1.7,6,-7,0
CN1CCN(c2ccc([N+](=O)[O-])c(NCC3CCCO3)c2)CC1 (stereo not drawn),9,1,3,-3,4.0,23,-11,5
O=C(C[N+]12CCC(CC1)C(C(O)(c1ccccc1)c1ccccc1)C2)c1ccc(Br)cc1 (stereo not drawn),-13,0,-7,-1,1.6,39,0,-1
COc1ccc(-n2c(O)c(/C=C3\C=Nc4ccc(Br)cc43)c(=O)[nH]c2=O)c(OC)c1,-34,5,32,-7,2.6,10,13,37
O=c1c2ccccc2[nH]c(=S)n1-c1ccc(Br)cc1,5,2,-4,0,-0.8,-1,-3,-9
CN1CCN(c2cccc3c2C(=O)c2ccccc2C3=O)CC1,x,0,-3,x,2.3,23,-5,3
O=[N+]([O-])c1ccc(C2C3C(c4ccccc4)=NC4(CCCC4)N32)cc1 (stereo not drawn),-2,-4,-6,9,-1.7,3,9,-10
CN(C)Cc1c[nH]c2cc([N+](=O)[O-])ccc12,x,0,-7,x,-1.4,14,-6,13
COc1cc(C(=O)N2C[C@H]3C[C@@H](C2)c2cccc(=O)n2C3)cc(OC)c1OC,-8,0,-2,-5,0.5,21,-1,-4
CCC(=NCCc1ccccc1)c1c(O)n(C)c(=O)n(C)c1=O,-16,1,0,13,47,16,-2,-2
O=C(N1CCCCCC1)N1CC1,x,1,-6,x,0.3,13,3,-13
Cc1ccc(-n2c(O)c(/C=N/N3CCCCC3c3cccnc3)c(=O)[nH]c2=S)cc1 (stereo not drawn),-18,-1,-2,1,-0.4,1,2,-19
NC(=O)c1c(NC(=O)c2ccc(S(=O)(=O)N(CCCl)CCCl)cc2)sc2c1CCCCC2,x,0,10,x,1.4,-253,6,-10
C/C1=C\[C@@H](C)C/C=C/[C@H]2[C@@H]3O[C@]3(C)[C@@H](C)[C@H]3[C@H](Cc4c[nH]c5ccccc45)NC(=O)[C@]32C(=O)/C=C/C(=O)[C@@H]1O,-3,0,2,-7,-3.6,0,-11,18
